# D2 antag: D2 dopamine receptor (human) antagonism; P14416; HEK293 TREx D2 cells, calcium flux, dopamine EC80; inhibition, % at 10 µM; 340,000 tested, 2% active; AID 485344; in the data active = inhibition above about 30%; also: 0% is about no effect
#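 Tetracycline-induced HEK293 T-REx cells expressing D2 force-coupled to calcium signalling were dye-loaded, exposed to compound for 180 s, then challenged with an EC80 of dopamine; calcium flux was followed kinetically for a further 180 s.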
# D2 ag: activates the human D2 dopamine receptor. P14416. HEK293 T-REx D2 cells, calcium flux agonist mode. 340,000 tested, 0.53% active. activation, % at 2 µM;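 active = activation over 3 SD above normal in the single-dose calcium agonist read, cut at about 30% in these data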; also: 0% is about no effect
#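 Tetracycline-induced HEK293 T-REx cells with force-coupled D2 receptor, plated overnight at 30 C, loaded with no-wash calcium dye. After a 10 s baseline, compound was pin-added and calcium flux read kinetically for 180 s; calcium rises flagged agonists.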
# Vif-APOBEC3G blk: blocks the Vif interaction with human APOBEC3G. 410,000 tested, 0.076% active. Potency, µM (doses to about 46.1 µM), inactives show at the highest dose activity, negative = active, most hits filed as inhibitors. Q9HC16. HeLa A3G-eYFP + Vif (tagged APOBEC3G with the HIV-1 protein that degrades it), YFP fluorescence, overnight. AID 602310;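 also: potency is read from the fitted curve at half-maximal effect; % is scaled to controls: 0 for no effect and ±100 for the full control effect; nearly all actives have a fitted effect of over 60% in size; hits raise eYFP signal because A3G escapes Vif-driven loss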
# Target sequence (Q9HC16 whole entry, looked up): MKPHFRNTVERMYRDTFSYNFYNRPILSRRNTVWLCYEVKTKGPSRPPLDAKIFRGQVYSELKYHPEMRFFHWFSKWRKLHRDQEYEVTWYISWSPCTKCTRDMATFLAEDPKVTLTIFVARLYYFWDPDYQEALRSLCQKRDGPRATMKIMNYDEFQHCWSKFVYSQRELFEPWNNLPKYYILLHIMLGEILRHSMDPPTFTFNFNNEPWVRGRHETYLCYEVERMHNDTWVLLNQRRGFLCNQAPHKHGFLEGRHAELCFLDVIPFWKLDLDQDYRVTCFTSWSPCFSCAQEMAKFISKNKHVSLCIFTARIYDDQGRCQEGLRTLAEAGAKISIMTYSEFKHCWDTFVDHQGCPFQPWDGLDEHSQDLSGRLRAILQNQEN
#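 HeLa cells stably expressing Vif and C-terminally eYFP-tagged A3G, seeded overnight at 37 deg C, then exposed to compound by pintool overnight at 37 deg C. Rise in yellow fluorescence (Ex 488/Em 500-530, Acumen) marks blocked Vif-driven A3G degradation.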
# LDHA block: LDHA (human) enzyme inhibition. P00338. purified LDHA, NADH/diaphorase-resazurin fluorescence; hits give low values. activity change, % (values are at about 110 or 230 µM). 480,000 tested, 0.15% active; in the data active = activity change below about -30%; inconclusive = mostly about -25% to -30%;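 also: plate controls were DMSO wells for no effect and wells without enzyme for full effect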
#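 LDH5 2 nM; NADH 0.06 mM, pyruvate 0.2 mM; 200 mM Tris pH 7.4, EDTA, Tween-20; 5 min RT. Detection: diaphorase 0.133 mg/mL + resazurin 37 µM, fluorescence ex540/em590 at 0 and 20 min; normalized to enzyme-free and DMSO wells.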
# GRP78 ERSR act: ER stress response induction in glioma. U87-MG GRP78 promoter luciferase reporter, 16 h. Potency, µM, for the others: at the top dose activation, hits mostly activators. 420,000 tested, 0.02% active; also: potency is read from the fitted curve at half-maximal effect; series mostly up to about 76 µM; % of control where 0% means no effect; nearly all actives have a fitted effect of over 35% in size
#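 Stably transfected U87-MG human glioma cells carrying a GRP78-based luminescent sensor were seeded at 1000 cells/well, pin-dosed with compounds and incubated 16 h. Luciferase reagent was then added, and end-point luminescence was read after 10 min at room temperature.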
# 12-LOX inh: ALOX12 (human) lipoxygenase inhibition; P18054; purified 12hLO, xylenol orange hydroperoxide absorbance; Potency, µM (top dose mostly 108 µM), without a hit: at the highest dose activity change, negative = inhibition, most hits filed as inhibitors; 580,000 tested, 1.1% active; also: potency is read from the fitted curve at half-maximal effect; % is scaled to controls: 0 for no effect and ±100 for the full control effect
#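 Hydroperoxide product was detected by ferrous iron/xylenol orange as the 573 to 405 nm absorbance ratio. Arachidonic acid at 40 uM (final) was turned over for 30 min at room temperature by 150 nM human 12hLO, pH 7.0 Hepes buffer, after 15 min compound preincubation.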
# Vif-APOBEC3F blk: blocks the Vif interaction with APOBEC3F; HeLa A3F-eYFP + Vif (tagged APOBEC3F with the HIV-1 protein that degrades it), YFP fluorescence increase; Potency, µM (highest dose often 46.1 µM), without a hit: top-dose activity, negative = active; 390,000 tested, 0.2% active; also: potency is read from the fitted curve at half-maximal effect; % of control where 0% means no effect; nearly all actives have a fitted effect of over 65% in size
#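 HeLa cells stably expressing Vif plus C-terminally eYFP-tagged A3F were seeded, incubated overnight at 37 deg C, dosed with compound, incubated overnight again at 37 deg C. Yellow fluorescence (Ex 488/Em 500-530) reported blocked Vif-mediated A3F-eYFP degradation.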
# RGS4 inh: inhibitors of human regulator of G protein signaling 4 | P49798 | Transcreener GDP fluorescence polarization, RGS4-accelerated GTP hydrolysis | Potency, µM (titrated, usually from 114 µM), inactives show top-dose activity change, negative = inhibition, most hits filed as inhibitors | 390,000 tested, 0.039% active | AID 504845; also: potency is read from the fitted curve at half-maximal effect; % is scaled to controls: 0 for no effect and ±100 for the full control effect; nearly all actives have a fitted effect of over 75% in size; some results filed as inactive show a strong effect at the top dose
# Target sequence (P49798 whole entry, looked up): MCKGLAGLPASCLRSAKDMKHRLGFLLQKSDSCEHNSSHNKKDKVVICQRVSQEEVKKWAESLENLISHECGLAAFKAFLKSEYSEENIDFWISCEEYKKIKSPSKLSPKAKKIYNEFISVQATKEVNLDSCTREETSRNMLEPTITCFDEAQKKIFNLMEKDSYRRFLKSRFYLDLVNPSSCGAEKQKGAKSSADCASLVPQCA
#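 MLSMR compounds (23 nl, pin-transferred) preincubated 10 min at room temperature with a 500nM (2x) first reagent, then RGS4 at 900nM (2x) plus Transcreener GDP mix added; fluorescence polarization (620/688 nm) read before and after 90 min at 30 °C.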
# ERG Ets-DNA blk: ERG Ets/DNA interaction inhibition | 370,000 tested, 0.028% active | AID 624246 | Potency, µM (titrated, usually from 76.9 µM), for inactives: at the top dose FP activity, negative = inhibition, usual class: inhibitors | P11308 | fluorescence polarization, His-ERG Ets domain / labelled DNA; active = well fitted inhibition curve with a large enough effect in the polarisation, with a control signal flat; inconclusive = small, poorly fitted or top-dose-only effect, or effect the other way, or a change in a side signal; inactive = no such curve, though single readings can be large or run the other way; the % refers to the polarisation;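 also: polarization taken with two DNA probes labelled with fluorescein and Texas red; potency is read from the fitted curve at half-maximal effect; % of control where 0% means no effect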
# Target sequence (P11308 whole entry, looked up, the tested form may be a part): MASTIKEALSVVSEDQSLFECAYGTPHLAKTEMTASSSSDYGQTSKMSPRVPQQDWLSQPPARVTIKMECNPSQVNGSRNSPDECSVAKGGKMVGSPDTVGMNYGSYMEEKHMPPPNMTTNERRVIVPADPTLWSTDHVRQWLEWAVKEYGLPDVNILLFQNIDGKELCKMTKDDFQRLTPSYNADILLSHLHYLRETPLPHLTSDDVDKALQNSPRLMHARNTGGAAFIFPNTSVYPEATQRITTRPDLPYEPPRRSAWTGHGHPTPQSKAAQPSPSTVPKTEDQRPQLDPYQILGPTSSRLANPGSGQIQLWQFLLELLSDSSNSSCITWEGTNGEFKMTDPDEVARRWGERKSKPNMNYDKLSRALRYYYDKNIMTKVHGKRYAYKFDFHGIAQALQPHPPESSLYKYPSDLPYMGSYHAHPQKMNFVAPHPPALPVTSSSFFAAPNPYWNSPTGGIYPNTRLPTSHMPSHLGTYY
#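 His-tagged ERG Ets domain (1 uM in the protein solution; 300mM KCl, 50mM Tris-HCl, 1mM EDTA, 1mM DTT, pH 7.5) received compound, then a probe mix of 5 nM fluorescein-DNA and 100nM Texas-615-DNA. Fluorescence polarization was read for both dyes.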
# Starred values were filed as active, the others as inactive; ? = inconclusive; . = not tested or not shown; & = joins results of further samples; [ ] = remark or other dose. Unless noted, calls follow the shape of the dose curve; as a rule, active = well fitted curve in the direction sought with a large enough effect; inconclusive = small, poorly fitted or top-dose-only effect, or another doubt; inactive = no such curve, though single readings can be large; an effect the other way counts as inactive or inconclusive. An excerpt. The share of hits here may be higher or lower than overall.
SMILES,D2 antag,D2 ag,Vif-APOBEC3G blk,LDHA block,GRP78 ERSR act,12-LOX inh,Vif-APOBEC3F blk,RGS4 inh,ERG Ets-DNA blk
O=C(COC(=O)c1cccs1)Nc1cc(S(=O)(=O)N2CCOCC2)ccc1Cl,5,0.5,1%,-3,-3%,-4%,-13%,1%,-2%
CSc1ccc(Cn2c(C)c(C(=O)NCc3cccc(C(F)(F)F)c3)sc2=O)cc1,.,.,3%,1,-2%,-3%,.,.,.
CC(OC(=O)c1ccc(C(C)(C)C)cc1)C(=O)NC1CCCCC1C (configuration not stated),-18,0.0,2%,2,-4%,-12%,7%,16%,-10%
CCn1ccc(C(=O)Nc2ccc(S(=O)(=O)Nc3ccccc3OC)cc2)n1,4,2.6,-3%,-3,5%,41%[activator],-9%,-27%,3%
COc1ccc(S(=O)(=O)N(C(=O)C(C)C)c2ccc3oc(=O)sc3c2)cc1,8,0.3,-6%,1,-2%,?,-4%,?,-3%
COc1ccccc1C(CNC(=O)c1cccc(S(=O)(=O)N2c3ccccc3CC2C)c1)N(C)C (configuration not stated),.,.,6%,2,-3%,-3%,3%,-16%,14%
COc1cccc(-c2nc(-c3ccccc3)nc(N3CCN(C)CC3)c2C#N)c1,-6,0.2,-27%,1,-4%,?,6%,11%,-6%
CC1(C(=O)NS(=O)(=O)c2cccc(F)c2)CCN1C(=O)Cc1cc(F)ccc1F (configuration not stated),.,.,3%,-5,0%,-5%,.,.,.
Cc1ccc2oc(=O)c3cnn(CC(=O)Nc4cc(-c5cccc(F)c5)no4)c3c2c1,23,0.7,6%,-2,-3%,20%,0%,-3%,4%
Cc1c(C(=O)O)oc2c1C(=O)CC(C)(C)C2,.,.,13%,-2,-3%,-24%,2%,-15%,1%
CC(C)=CCc1c2c(c(O)c3c(=O)c4c(oc13)-c1cc(O)c(O)cc1OC4C=C(C)C)C=CC(C)(C)O2 (configuration not stated),.,.,-2%,-7,-2%,.,7%,9%,-1%
O=C(NC(Cc1ccccc1)C(=O)O)/C(=C/c1cccc([N+](=O)[O-])c1)NC(=O)c1ccco1 (configuration not stated),-22,5.5,0%,1,0%,-22%,-8%,2%,3%
COc1ccc(N2CC(C(=O)NCCCN3CCOCC3)CC2=O)cc1 (configuration not stated),-19,-0.6,-3%,0,3%,-10%,-1%,29%,-10%
O=C(Nc1ccccc1)Nc1ccc2ocnc2c1,3,-1.9,3%,4,8%,-10%,2%,17%,-15%
O=c1c2c(-c3ccc([N+](=O)[O-])cc3)csc2nc2n1CCCCC2,9,-1.5,-1%,-9,2%,-4%,5%,0%,0%
O=C(Nc1ccccc1)Nc1ccc(-n2ccc(C(F)(F)F)n2)cc1,-3,2.2,1%,-15,2%,-4%,-3%,-11%,-1%
Cn1c(SCC(N)=O)nnc1C1CCN(S(=O)(=O)c2ccccc2C(F)(F)F)CC1,-9,0.9,0%,0,-3%,68%[activator][57.4 µM],-13%,-26%,-10%
CCOCCCNC(=O)c1ccc2c(=O)n(Cc3ccc(OC)cc3)c(=O)[nH]c2c1,-8,0.2,0%,-7,-3%,0%,1%,12%,7%
Cc1cc(C)nc(/N=C(\N)Nc2cccc(OCc3ccccc3)c2)n1,63*,77*,?,0,-1%,?,?,17%,-11%
O=[N+]([O-])C(/C=C(\Cl)[N+](=O)[O-])=C(N1CCCCC1)N1CCCCC1,3,1.1,1%,1,0%,-5%,-19%,5%,-20%

# Another view of 8 compounds above:
structure | D2 antag | D2 ag | Vif-APOBEC3G blk | LDHA block | GRP78 ERSR act | 12-LOX inh | Vif-APOBEC3F blk | RGS4 inh | ERG Ets-DNA blk
O=C(COC(=O)c1cccs1)Nc1cc(S(=O)(=O)N2CCOCC2)ccc1Cl | 5 | 0.5 | 1% | -3 | -3% | -4% | -13% | 1% | -2%
CSc1ccc(Cn2c(C)c(C(=O)NCc3cccc(C(F)(F)F)c3)sc2=O)cc1 | . | . | 3% | 1 | -2% | -3% | . | . | .
CC(OC(=O)c1ccc(C(C)(C)C)cc1)C(=O)NC1CCCCC1C (configuration not stated) | -18 | 0.0 | 2% | 2 | -4% | -12% | 7% | 16% | -10%
CCn1ccc(C(=O)Nc2ccc(S(=O)(=O)Nc3ccccc3OC)cc2)n1 | 4 | 2.6 | -3% | -3 | 5% | 41%[activator] | -9% | -27% | 3%
COc1ccc(S(=O)(=O)N(C(=O)C(C)C)c2ccc3oc(=O)sc3c2)cc1 | 8 | 0.3 | -6% | 1 | -2% | ? | -4% | ? | -3%
COc1ccccc1C(CNC(=O)c1cccc(S(=O)(=O)N2c3ccccc3CC2C)c1)N(C)C (configuration not stated) | . | . | 6% | 2 | -3% | -3% | 3% | -16% | 14%
COc1cccc(-c2nc(-c3ccccc3)nc(N3CCN(C)CC3)c2C#N)c1 | -6 | 0.2 | -27% | 1 | -4% | ? | 6% | 11% | -6%
CC1(C(=O)NS(=O)(=O)c2cccc(F)c2)CCN1C(=O)Cc1cc(F)ccc1F (configuration not stated) | . | . | 3% | -5 | 0% | -5% | . | . | .

# Other records follow:
SMILES,D2 antag,D2 ag,Vif-APOBEC3G blk,LDHA block,GRP78 ERSR act,12-LOX inh,Vif-APOBEC3F blk,RGS4 inh,ERG Ets-DNA blk
Cc1ccc(NC(=O)COC(=O)CCC(=O)c2ccc(Cl)cc2)cc1S(=O)(=O)N(C)C,8,-0.6,-8%,-10,-6%,-3%,-4%,5%,-8%
COc1ccc(-c2cc3ccccc3oc2=O)cc1NC(=O)c1ccc([N+](=O)[O-])o1,-13,-0.4,?,-3,-3%,-16%,-12%,-26%,-10%
Cn1c(=O)[nH]c2ccc([N+](=O)[O-])nc21,3,-0.7,-7%,0,-3%,1%,13%,1%,1%
CSC1=NC(C)(C)C=C(/C=C/c2ccc(Cl)cc2)N1,14,-4.1,-20%,9,-13%,?,-1%,?,12%
CCOC(=O)Cc1csc(NC(=O)c2ccc(Cl)s2)n1,-30,0.2,6%,1,5%,0%,7%,-15%,8%
CCCC(=O)n1nc(-c2cccnc2)nc1NCc1ccc(OC)cc1,0,-1.3&0.2,1%&1%,0&-10,-3%&0%,0%&-28%,6%&-4%,-1%&23%,5%&9%
CC(C)NC(=O)N(C)C[C@@H]1Oc2ncc(-c3cccc(C#N)c3)cc2C(=O)N([C@H](C)CO)C[C@@H]1C,.,.,-2%,-8,-2%,-9%,8%,.,.
CC(=O)Nc1ccc(/C=C/c2nc3ccccc3[nH]c2=O)cc1,.,.,-6%,-9,3%,-21%,15%,-5%,1%
CN1CCN(S(=O)(=O)c2cccc(C(=O)Oc3cccc(Br)c3)c2)CC1,-11,0.8,0%,1,-4%,-23%,3%,-6%,7%
CON(C)C(=O)CC(CN(Cc1ccccc1)C(=O)OC(C)(C)C)c1ccc(Cl)cc1 (configuration not stated),.,.,-6%,4,0%,?,0%,1%,6%
CCCCn1c(-c2csc(C(C)C)c2)n[nH]c1=S,2,-0.6,-7%,-10,-4%,?,-3%,8%,5%
O=S(=O)(Nc1ccncc1)c1ccc(Cl)c(Cl)c1,6,0.6,1%,-6,-5%,0%,3%,36%,-13%
Cc1c(NC(=O)CSc2nc3c(cnn3-c3ccccc3)c(=O)[nH]2)c(=O)n(-c2ccccc2)n1C,1,0.3,-3%,-6,-1%,-8%,0%,-7%,-14%
CC(C)N1CCC(C)(C(=O)Nc2ccc(-n3cccc3)cc2)C1 (configuration not stated),.,.,-7%,-3,2%,-2%,.,.,.
CC1=CCC2C(=O)N(c3ccc(S(N)(=O)=O)cc3)C(=O)C2C1 (configuration not stated),.,.,3%,-13,3%,-3%,?,15%,1%
COc1ccc(C)cc1N(CC(=O)Nc1ccc2c(c1)OCCO2)S(C)(=O)=O,5,-0.1,0%,-3,-2%,6%,1%,3%,-7%
CN(C)C(=N)c1n[nH]nc1SCc1ccc(Cl)c(Cl)c1,-20,2.0,4%,-11,-3%,89%[activator],7%,-4%,11%
c1ccc(Cn2ncc3ccccc32)cc1,-22,-0.8,-1%,0,-2%,16%,2%,26%,.
CC(O)C(O)C(O)C(O)C1NCCS1 (configuration not stated),79*,-0.2,3%,-1,1%,0%,-2%,-5%,-14%
CCCOc1ccc(N2C(=O)C3C(C(C)C)NC4(C(=O)c5ccccc5C4=O)C3C2=O)cc1 (configuration not stated),6,0.5,1%,-9,0%,0%,1%,8%,5%
CCNC1CCC(Nc2ccnc3cc(Cl)ccc23)CC1 (configuration not stated),.,.,8%,-8,-3%,-11%,-7%,21%,8%
CCCCc1cc(=O)oc2cc(OCC(=O)N3CCC(C(=O)O)(c4ccccc4)CC3)ccc12,10,-1.2,-2%,3,11%,0%,4%,-12%,11%
Cn1c(SCC(=O)N2CCOCC2)nnc1-c1ccncc1,6,6.9,2%,-1,0%,-2%,1%,28%,5%
CCn1c(COc2ccc(Cl)cc2)nnc1SCC(=O)Nc1ccc2c(c1)OCCO2,10,0.0,-5%,-3,-5%,4%,6%,-8%,8%

# Arranged by value in D2 antag (largest number first): 3 from the list above.
canonical_smiles	D2 antag
O=c1c2c(-c3ccc([N+](=O)[O-])cc3)csc2nc2n1CCCCC2	9
CCCCn1c(-c2csc(C(C)C)c2)n[nH]c1=S	2
COc1ccc(N2CC(C(=O)NCCCN3CCOCC3)CC2=O)cc1 (configuration not stated)	-19

# Bioassay records from PubChem.
